High-throughput results deposited in PubChem by Emory University Molecular Libraries Screening Center.
14-3-3g Raf = 14-3-3 gamma protein interaction modulation | P61981 | FP, 14-3-3gamma / TMR-pS259-Raf peptide binding | inhibition, % at 40 µM | actives 0.19% (n = 160,000) | AID 422; in the data active = inhibition above about 30%;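 note: 0% = protein plus tracer without compound and 100% = blank with tracer alone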
Target sequence (P61981 whole entry, looked up): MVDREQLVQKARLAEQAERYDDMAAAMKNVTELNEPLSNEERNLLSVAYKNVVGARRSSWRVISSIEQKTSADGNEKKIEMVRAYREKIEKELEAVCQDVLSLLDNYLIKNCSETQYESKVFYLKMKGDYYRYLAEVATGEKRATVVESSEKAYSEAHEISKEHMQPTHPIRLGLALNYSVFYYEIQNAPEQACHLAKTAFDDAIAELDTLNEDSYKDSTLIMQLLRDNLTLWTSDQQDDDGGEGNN
Starred values were filed as active, the others as inactive; & = joins results of further samples. The list is partial (hit frequency here may not be typical).

SMILES	14-3-3g Raf
Brc1cccc(C2C=C(c3cccnc3)Nc3nc4ccccc4n32)c1 (stereo unspecified)	-5
O=C1C2ON(c3ccc(Br)cc3)C(c3cccnc3)C2C(=O)N1C1CCCCC1 (stereo unspecified)	17
COc1ccc(NC(=O)C2CCN(S(=O)(=O)c3ccc(Br)s3)CC2)cc1	-89
Cc1ccc(CN2CCN(C(=O)CC(C)C)CC2)cc1	-2
CC1CCN(c2nc3c(c(=O)n(C)c(=O)n3C)n2Cc2cccc(F)c2)CC1	-2
CC(NC(=O)C12CC3CC(CC(C3)C1)C2)C(=O)NCCN(C)C (stereo unspecified)	-5
CCCCOc1ccc(C(C)NC(=O)C2CCCN(S(=O)(=O)CC)C2)cc1 (stereo unspecified)	1
COc1cc(Nc2nc(-c3ccccc3F)nc3ccccc23)cc(OC)c1	-11
CCOc1ccc(S(=O)(=O)N2CCN(c3ccccn3)CC2)c2cccnc12	-1
CCOC(=O)C1Cn2c(nc3c(c2=O)C2(CCCCC2)Cc2ccccc2-3)S1 (stereo unspecified)	-7
Cc1ccc(-c2nc(CS(=O)CC(=O)NC3CCCC3)c(C)o2)cc1 (stereo unspecified)	2
O=C(CN1C(=O)CCC1=O)OCC(=O)N(c1ccccc1)c1ccccc1	-8
Cn1cccc1C(=O)OCc1csc(-c2ccccc2)n1	-21
COc1ccc(OC)c(C2=Nn3c(nnc3-c3ccco3)SC2)c1	-5
CCOc1ccc(NC(=O)C2CC(=O)N(c3ccccc3)C2)cc1 (stereo unspecified)	-42
CCCOc1ccc2oc(=O)c3c(c2c1)CCCN3C(=O)CN1CCN(C)CC1	4
COC(=O)c1c(N)n(-c2cccc(Cl)c2)c2nc3ccccc3nc12	-7
CCOC(=O)c1cc2c(=O)n3ccccc3nc2n(C(C)C)c1=NC(=O)c1ccc(C(C)(C)C)cc1	-20
CCOC(=O)C1CCCN(CCC(C)c2ccccc2)C1 (stereo unspecified)	-4
CCn1c(SCC(=O)N2CC(=O)Nc3ccccc32)nnc1-c1ccoc1C	-7

Not a retest: five of the compounds above.
SMILES	14-3-3g Raf
O=C1C2ON(c3ccc(Br)cc3)C(c3cccnc3)C2C(=O)N1C1CCCCC1 (stereo unspecified)	17
COc1ccc(NC(=O)C2CCN(S(=O)(=O)c3ccc(Br)s3)CC2)cc1	-89
Cc1ccc(CN2CCN(C(=O)CC(C)C)CC2)cc1	-2
CC1CCN(c2nc3c(c(=O)n(C)c(=O)n3C)n2Cc2cccc(F)c2)CC1	-2
CC(NC(=O)C12CC3CC(CC(C3)C1)C2)C(=O)NCCN(C)C (stereo unspecified)	-5

Later entries
SMILES	14-3-3g Raf
Cc1ccc(S(=O)(=O)CCC(N)=O)cc1C	4
CCCC12CN3CC(CCC)(CN(C1)C3c1c[nH]c3ccccc13)C2=O (stereo unspecified)	6
O=C(C1CCCN(S(=O)(=O)c2cccc3nonc23)C1)N1CCc2ccccc21 (stereo unspecified)	-76
COc1ccc(Br)cc1CNC(=O)CCc1nc(-c2ccc(C)cc2)no1	-5&-6
CN(C)C(=S)Oc1ccc(C(=O)Nc2ccc3ccccc3c2)cc1	4
CN(C)C(=O)N1CCC(C(=O)NCc2cccs2)CC1	-3
O=C(NCc1ccco1)c1ccc(CS(=O)(=O)Cc2ccc(Cl)cc2)o1	-6
COC(=O)c1ccc(OCC2c3cc(OC)c(OC)cc3CCN2C(=O)c2ccc(C)c(C)c2)cc1 (stereo unspecified)	-6
CCCOC(=O)C1=C(C)NC2=C(C(=O)CC(C)(C)C2)C1c1ccc(C)o1 (stereo unspecified)	-5
COc1ccc(S(=O)(=O)N2CCC(C(=O)Nc3cccc(C)c3)CC2)c2cccnc12	12

Reprinted at random: four records from the list.
SMILES	14-3-3g Raf
CN(C)C(=O)N1CCC(C(=O)NCc2cccs2)CC1	-3
O=C(NCc1ccco1)c1ccc(CS(=O)(=O)Cc2ccc(Cl)cc2)o1	-6
COC(=O)c1ccc(OCC2c3cc(OC)c(OC)cc3CCN2C(=O)c2ccc(C)c(C)c2)cc1 (stereo unspecified)	-6
Cc1ccc(S(=O)(=O)CCC(N)=O)cc1C	4

The results go on.
SMILES	14-3-3g Raf
COc1ccc(C2C(C(=O)NC3CCCCC3)c3ccccc3C(=O)N2C2CCCCC2)cc1 (stereo unspecified)	3
Nc1nnc(COc2ccc(C3CCCCC3)cc2)s1	-3
CCOc1ccc(-n2ccnc2SCC(=O)N2CCc3ccccc32)cc1	-2
O=c1ccc2ccc(Oc3ccc(C(F)(F)F)cc3[N+](=O)[O-])cc2o1	7
CCOC(=O)C1CCN(c2ccc([N+](=O)[O-])cc2S(=O)(=O)N2CCOCC2)CC1	8
O=C(CCNC(CO)C(=O)O)c1ccc(F)cc1 (stereo unspecified)	6
COc1ccc(N2CC(C(=O)Nc3ccc(C(C)C)cc3)CC2=O)cc1 (stereo unspecified)	-6
COc1ccc(C2SCC(=O)N2c2cccc(C(=O)O)c2)cc1 (stereo unspecified)	-3
Cc1nn(-c2ccccc2)c(OC(=O)c2ccc([N+](=O)[O-])cc2)c1Sc1ccccc1[N+](=O)[O-]	0
CC(=O)N1CCc2cc(S(=O)(=O)CCC(=O)N3CC(C)CC(C)C3)ccc21 (stereo unspecified)	-8
O=C1c2ccccc2-c2ncnc3c(N4CCOCC4)cc(N4CCOCC4)c1c23	-11
CCCCOC(=O)c1c(C)oc2ccc(NS(=O)(=O)c3ccc(C)c([N+](=O)[O-])c3)cc12	-1
COCCCNC(=O)CSc1nc2ccccc2c2nc3ccccc3n12	-10
CCn1c(SCC(=O)Nc2cc(C)on2)nc2c(c1=O)SC(C)C2 (stereo unspecified)	-10&-4
Cc1nnc(Oc2ccccc2F)c2ccccc12	-10
O=C(NC(NCCC12CC3CC(CC(C3)C1)C2)(C(F)(F)F)C(F)(F)F)c1ccccc1	8
Cc1ccc2c(c1)c(=O)c1ccccc1n2CC(=O)N1CCN(c2ccc(Cl)cc2)CC1	-1
COc1ccc(NS(=O)(=O)c2ccc(NC(=O)C(C)(C(F)(F)F)C(F)(F)F)cc2)nn1	-9
O=C(CN1C(=O)NC2(CCCCCCC2)C1=O)N1CCOCC1	4
CC(=O)OC1COC(n2ccc3ccccc32)C(OC(C)=O)C1OC(C)=O (stereo unspecified)	-7&-2
CCOC(=O)C1CCCN(C(=O)CN2C(=O)C(CC)Oc3ccc(C)cc32)C1 (stereo unspecified)	1
c1ccc(-c2cn3c(n2)Cc2ccccc2-3)cc1	1
COc1cc(CN2CCN(C(=O)CC(C)C)CC2)cc(OC)c1OC	-6
CCOC(=O)NC1CCS(=O)(=O)C1 (stereo unspecified)	-5
CCCCCC(=O)Nc1ccc(Cl)cn1	-1&0
O=C(c1c(F)cccc1F)N(Cc1ccccn1)C1CCCC1	-3
CCc1ccc(NC(=O)c2ccc(F)c(S(=O)(=O)NCc3ccc(C)cc3)c2)cc1	0
COc1ccc(NC(=O)c2ccc(NS(=O)(=O)c3cccs3)cc2)c(OC)c1	-30
CN(C1CCCCC1)S(=O)(=O)c1ccc(NC(=O)CCC(=O)O)cc1	10
CCCCc1nnc(NC(=O)C2CCCO2)s1 (stereo unspecified)	5
Cc1ccc(-n2c(C)c3c(C)nnc(C)c3c2C)cc1	1
Cc1cccc(CN2CCN(CC(=O)NCc3cccnc3)C2=O)c1	5
Cc1ccc(S(=O)(=O)c2c(C)nn(-c3ccccc3)c2OC(=O)c2ccco2)cc1	-3
CCN1C(=O)c2ccccc2Sc2ccc(C(=O)NCCN3CCCCCC3)cc21	-38
CCOc1ccc(NC(=O)c2cccc3c2C(=O)N(Cc2cccnc2)C3)cc1	-9
Cc1sc2ncn(CC(=O)NCC(=O)NCCN3CCOCC3)c(=O)c2c1C	1
CC(C)(C)c1cc(CCC(=O)n2[nH]c(=O)ccc2=O)cc(C(C)(C)C)c1O	-5
COc1cccc2cc(-c3nc4ccccc4o3)c(=O)oc12	-28
COc1ccc(-c2cc(=O)c3ccccc3o2)cc1	5
CCc1ccccc1Nc1nc(-c2ccc(OC)c(OC)c2)cs1	-4

Some of these compounds in order of number of heavy atoms, low to high:
SMILES	14-3-3g Raf
COc1cccc2cc(-c3nc4ccccc4o3)c(=O)oc12	-28
CCOc1ccc(NC(=O)c2cccc3c2C(=O)N(Cc2cccnc2)C3)cc1	-9
Cc1ccc(S(=O)(=O)c2c(C)nn(-c3ccccc3)c2OC(=O)c2ccco2)cc1	-3

Continuation.
SMILES	14-3-3g Raf
Cc1ccc(C(C)C)c(OCC(=O)n2nc(C)cc2C)c1	0
COc1ccccc1CNC(=O)c1ccc(N2CCCCC2)c(NS(=O)(=O)c2ccc(C)cc2)c1	2
CC(C)c1ccc(NC(=O)COC(=O)C2=COCCO2)cc1	9
O=C(Nc1cccc(-c2nc3ccccc3[nH]2)c1)c1cc([N+](=O)[O-])ccc1Cl	-2
COc1ccc2c(c1)C(NC(C)=O)C(=O)N2C (stereo unspecified)	-2
Clc1ccccc1C1CC(c2cccs2)Nc2ncnn21 (stereo unspecified)	-1
CC(C)c1ccc(N(C)C(=O)CNC(=O)Cn2cnc3ccccc3c2=O)cc1	0
CC(C)OC(=O)CN1CCN(CC(=O)Nc2ccc(Br)cc2)CC1	-8
COc1cccc(C(=O)Nc2cccc(C(=O)N3CCOCC3)c2)c1	1
Cc1csc(NC(=O)C(Cc2ccccc2)n2cccc2)n1 (stereo unspecified)	1
Cc1ccc(S(=O)(=O)N2CCCC2C(=O)Nc2ccc(O)cc2)cc1 (stereo unspecified)	-2
CCOC(=O)CSc1ccc2nnc(-c3cccnc3)n2n1	1
C=C1N(c2ccc(C)cc2)C(=O)OC1(C)CC (stereo unspecified)	-9
O=c1nc2n3ccccc3ncc-2s1	-7
COC(=O)c1nc2n(n1)C(c1cc(OC)ccc1OC)C=C(c1ccc(Br)cc1)N2 (stereo unspecified)	-19
CSc1cc(-c2ccccc2)[o+]c(-c2ccccc2)c1	-6
CCOC(=O)c1sc(C)c2c1NC(c1ccc(SC)cc1)N(Cc1ccccc1)C2=O (stereo unspecified)	7
Cc1cc(N2CCN(C3CCCC3)CC2)n2nc(C)c(-c3ccccc3)c2n1	4
Cc1cc(NC(=O)C2CCCC2)nc2c1c(=O)oc1ccccc12	-27
CC(C)(C)c1ccc(-c2noc(CCC(N)=O)n2)cc1	-4
CC1ON(c2ccc(Br)cc2)C(=O)NC1=O (stereo unspecified)	-5
CCn1c(C(=O)NCc2ccccn2)cc2sccc21	-3
O=C1NC(c2ccc(-c3cccc(Cl)c3)o2)C(C(=O)c2ccc(F)cc2)C(O)(C(F)(F)F)N1 (stereo unspecified)	-13
C=CCN1C(=O)c2ccccc2Sc2ccc(C(=O)N3CCN(C)CC3)cc21	-6
O=C(Nc1ccc(N2CCOCC2)cc1)c1cccc(S(=O)(=O)N2CCCC2)c1	3
O=S(=O)(c1ccccc1)C1c2ccccc2Oc2ccc(Cl)cc21 (stereo unspecified)	1
O=C1c2cccnc2C(=O)N1c1ccc(-c2nc3cc(Cl)ccc3o2)cc1	-29
CCOC(=O)c1sc(NC(=O)c2sc3ccccc3c2Cl)nc1C	-17
CCn1c(SCC(=O)Nc2nccs2)nnc1-c1ccc(S(=O)(=O)N2CCCCC2)cc1	-1
Nc1ncnc2c1nc(Sc1ccc(Cl)cc1)n2C1OC2COP(=O)(O)O[C@@H]2[C@@H]1O (stereo partly specified)	-5
CCc1ccc(-n2c(N)c(C(=O)Nc3ccccc3)sc2=S)cc1	0
Cc1ccccc1-n1cc(C(=O)O)c2ccccc2c1=O	-7
CCC(Sc1nc(N)cc(=O)[nH]1)C(=O)Nc1ccc(S(N)(=O)=O)cc1 (stereo unspecified)	-10
COc1cc(NC(=O)CN2CCN(C(=O)c3ccco3)CC2)cc(OC)c1	-11
O=C(OCc1cc(Cl)ccc1OC(F)F)c1cc(S(=O)(=O)O)ccc1O	-7
COC(=O)c1ccccc1NC(=O)Cn1cnc([N+](=O)[O-])n1	-1
CCCCc1ccc(C(=O)Nc2cc3ccccc3oc2=O)cc1	4
COc1ccc(C2CC(=O)c3c([nH]c(C(=O)OCC(C)C)c3C)C2)cc1 (stereo unspecified)	-9
C=CCn1c(=N)c(C(=O)OCC)cc2c(=O)n3cc(C)ccc3nc21	-6
O=C(NCC1CCCO1)NC12CC3CC(CC(C3)C1)C2 (stereo unspecified)	-7
CCC1Oc2ccc(C)cc2N(CC(=O)NC2CCCC(C)C2C)C1=O (stereo unspecified)	6
Cc1ccc(OC(=O)CCc2c(C)nc3ncnn3c2C)cc1	1
CN(C)c1ccc(C(=O)Nc2ccc(-c3nc4ccccc4o3)cc2)cc1	-18
Cc1ccc(-c2nc3ccccc3o2)cc1NC(=O)c1cccnc1	-338
O=S(=O)(NC1CC1)c1ccc(S(=O)(=O)N2CCc3ccccc32)cc1	-5
COc1ccc(NC(=O)CN(C)S(=O)(=O)c2ccccc2)cc1OC	-5
Cc1ccccc1Cn1cnc2c(nnn2Cc2ccc(F)cc2)c1=O	-8
CC(C)(C)C(=O)C[n+]1cccc(C(N)=O)c1	-1
CCOC(=O)C1=C(C(=O)OCC)SC(=C2C(=S)C(C)(C)N(C(=O)c3ccc([N+](=O)[O-])cc3)c3ccc(C)cc32)S1	5
O=C(NCSc1ncccn1)c1ccccc1	-6
CC1CCN(C(=O)CSc2nc3ccsc3c(=O)n2Cc2ccc3c(c2)OCO3)CC1	-3
CCOc1ccc(NC(=O)CSc2cc(C)c3ccccc3n2)cc1	-1
O=[N+]([O-])c1ccc(C=Nc2cc(-c3ccccc3)nn2-c2ccccc2)cc1	-3

Quoted from the listing.
In 14-3-3g Raf, O=C(NCSc1ncccn1)c1ccccc1 has the entry -6
In 14-3-3g Raf, O=[N+]([O-])c1ccc(C=Nc2cc(-c3ccccc3)nn2-c2ccccc2)cc1 has the entry -3
In 14-3-3g Raf, CCOC(=O)C1=C(C(=O)OCC)SC(=C2C(=S)C(C)(C)N(C(=O)c3ccc([N+](=O)[O-])cc3)c3ccc(C)cc32)S1 has the entry 5
In 14-3-3g Raf, Cc1ccc(OC(=O)CCc2c(C)nc3ncnn3c2C)cc1 has the entry 1
